# uPA surface inh = qHTS for Inhibitors of Cell Surface uPA Generation | cell surface uPA generation assay, qHTS | Potency, µM (doses to about 38.3 µM), without a hit: at the top dose activity change, negative = inhibition, most hits filed as inhibitors | 330,000 tested, 0.31% active | AID 540303, 2011; active = well fitted inhibition curve with a large enough effect; inconclusive = small, poorly fitted or top-dose-only effect; inactive = no such curve, though single readings can be large or run the other way; tested in mouse RAW 264.7 cells; note: % is set by controls: 0 for no effect and ±100 for the full control effect; nearly all actives have a fitted effect of over 55% in size
# BRCA1 expr act = qHTS Assay to Identify Small Molecule Activators of BRCA1 Expression; 380,000 tested, 1.1% active; MCF7-BRCA1-FFLuc reporter, luminescence, 48 h; response scale: scaled: vehicle 0%, 10 µM genistein 100%; Potency, µM (highest dose often 46.1 µM), for inactives: at the top dose activation, hits mostly activators; active = well fitted activation curve with a large enough effect; inconclusive = small, poorly fitted or top-dose-only effect; inactive = no such curve, though single readings can be large or run the other way; note: nearly all actives have a fitted effect of over 80% in size; some results filed as inactive show a strong effect at the top dose
#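 Reporter cells (MCF7, BRCA1 promoter-firefly luciferase) received library compounds across a concentration series for 48 h. End-point luminescence was measured and concentration-effect curves derived after normalization.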
# The depositor's hits bear a star; ? = inconclusive; [ ] = dose if it differs, or a comment. Potency is the fitted concentration of half-maximal effect. An excerpt, so the mix of outcomes need not match the whole.
1. N/C(=N\OC(=O)c1ccccc1)C(C(=O)NOC(=O)c1ccccc1)C1CCCCC1 (configuration not stated)
2. O=C(c1ccccc1)C(CN1CCCCC1)c1ccccc1 (configuration not stated)
3. CC[C@@H](NC(=O)Cn1cc(C)c(=O)[nH]c1=O)c1ccccc1
4. CCCCN(C(=O)c1cccc(S(=O)(=O)N(CC)c2ccccc2)c1)c1c(N)n(CC(C)C)c(=O)[nH]c1=O
5. Cc1ccc(NC(=O)COC(=O)CNC(=O)c2cccs2)cc1S(=O)(=O)N1CCOCC1
6. C#CCNC(=O)C1=C[C@@H](c2ccc3c(c2)OCO3)C[C@@H](OCc2ccc(CO)cc2)O1
7. CC12C=CC(=O)C=C1CCC1C2C(=O)CC2(C)C1CCC2(O)C(=O)CO (configuration not stated)
8. O=C(C=P(c1ccccc1)(c1ccccc1)c1ccccc1)c1ccccc1-c1ccccc1C(=O)C=P(c1ccccc1)(c1ccccc1)c1ccccc1

Compound	1	2	3	4	5	6	7	8
uPA surface inh	-6%	-10%	11%	20%	3%	16%	-7%	-9%
BRCA1 expr act	-8%	-104%[inhibitor]	5%	-7%	14%	-2%	4%	-87%

9. CC1(C)OC2CC3C4CC=C5CC(O)CCC5(C)C4CCC3(C)C2(C(=O)CO)O1 (configuration not stated)
10. CC1=Nc2nc(N3CCCCCC3)c(C#N)c3c4c(nc(c23)N1)N(c1ccc2ccccc2c1)C(=O)C4
11. Cc1ccc(NC(=O)COC(=O)c2ccc(OC(F)F)cc2)cc1S(=O)(=O)N1CCCCC1
12. NC(=S)NN=C1c2cc(Cl)ccc2-c2c1cc(Cl)cc2[N+](=O)[O-]
13. O=C(O)CCCCCN1C(=O)/C(=C/c2cn(-c3ccccc3)nc2-c2cccs2)SC1=S
14. CC(=O)C1(O)CCC2C3CCC4CC(=O)CCC4(C)C3C(=O)CC21C (configuration not stated)
15. COc1cccc(NC(=O)CN(C)C(=O)c2cc(S(=O)(=O)Nc3ccccc3OC)ccc2C)c1
16. CC(C)CCN1CCC(CN2C(=S)NC[C@@H]2Cc2ccccc2)CC1

Compound	9	10	11	12	13	14	15	16
uPA surface inh	-2%	14%	9%	-9%	-11%	4%	-3%	12%
BRCA1 expr act	-22%	-24%	-3%	-71%	-71%	-5%	-18%	-9%

17. COCCNC(=O)C1Nc2ccc(OC(F)(F)F)cc2C2C=CCC12 (configuration not stated)
18. CS(=O)(=O)c1ccc(Cl)c(NC(=O)COC(=O)CCN2C(=O)C3CC=CCC3C2=O)c1 (configuration not stated)
19. O=C(Oc1ccccc1)c1ccccc1
20. CC(C)C[C@@H](CN)NC(=O)c1nc[nH]c1C(=O)N[C@@H](C)C(=O)CNC[C@H](CC(C)C)NC(=O)c1nc[nH]c1C(=O)N[C@@H](CC(=O)O)C(=O)O
21. CCN(C(=O)COC(=O)c1c2c(nc3ccccc13)CCC2)c1c(N)n(Cc2ccccc2)c(=O)[nH]c1=O
22. CC(=O)C[C@H]1c2cc(C(F)(F)F)ccc2S(=O)(=O)N1C1CCCC1
23. O=C(NCCNC(=O)c1ccccc1[N+](=O)[O-])c1ccccc1[N+](=O)[O-]
24. O=C(O)c1c[nH]c2ccc([N+](=O)[O-])cc2c1=O

Compound	17	18	19	20	21	22	23	24
uPA surface inh	-4%	1%	4%	-13%	4%	?	-1%	2%
BRCA1 expr act	-2%	-10%	-2%	2%	-18%	-3%	19%	-10%

25. CSc1nc2[nH]c(=O)n(O)c(=O)c2n1Cc1ccccc1
26. COP(=O)(OC)c1ccc(NCc2cc(O)ccc2O)cc1
27. Cc1ccnc(NC(c2ccccc2)c2ccc3cccnc3c2O)c1 (configuration not stated)
28. COc1ccc(CCNC(=O)C2CCN(Cc3nc(-c4ccc(Cl)cc4)oc3C)CC2)cc1OC
29. COc1ccc(-c2cc(-c3ccccc3)c(C#N)c(SCC(=O)O)n2)cc1
30. CN(C(=O)/C=C/c1ccccc1)C1CCCCC1
31. Cc1ccc(CN2CC(C(=O)N(CC(C)C)c3c(N)n(Cc4ccccc4)c(=O)[nH]c3=O)CC2=O)cc1 (configuration not stated)
32. Cc1ccc(OC(=O)CCC(=O)Nc2ccc(C)c(C)c2)cc1

Compound	25	26	27	28	29	30	31	32
uPA surface inh	0%	1%	-14%	2%	9%	-2%	-4%	5%
BRCA1 expr act	-7%	-11%	-89%	0%	-27%	?	-18%	-19%

33. CCCCCSc1nc2c(c(=O)[nH]c(=O)n2C)n1CC
34. CC1(C)SC(C)(C)N(C=O)C1C(=O)O (configuration not stated)
35. COc1ccc(C(=O)CN2C(=O)NC3(CCCCCC3)C2=O)cc1
36. CCN(C(=O)COC(=O)c1ncc(Cl)c(Cl)c1Cl)c1c(N)n(Cc2ccccc2)c(=O)[nH]c1=O
37. Cc1c(Cl)cccc1NC(=S)C(=C([O-])c1ccc(Cl)s1)[n+]1ccccc1
38. CC1CCN(S(=O)(=O)c2ccc(NC(=O)C3CCCCC3C(=O)O)cc2)CC1 (configuration not stated)
39. CN(C)c1ccc(/C=C(/C#N)C(=O)Nc2nc3c(s2)CCN(Cc2ccccc2)C3)cc1
40. C[C@@H](NS(=O)(=O)c1cc(Cl)ccc1F)[C@H](O)c1ccccc1

Compound	33	34	35	36	37	38	39	40
uPA surface inh	?	-1%	-5%	?	-4%	12%	5%	2%
BRCA1 expr act	-29%	6%	?	-3%	-37%	-3%	-7%	14%

41. COc1cc(OCc2ccccc2)c(OC)c(OCc2ccccc2)c1
42. CC(=O)OCC(=O)C12OC(C)(C)OC1CC1C3CC=C4CC(O)CCC4(C)C3CCC12C (configuration not stated)
43. CN1CCc2c(sc3c2c(=O)n(-c2cccc(Cl)c2)c2nncn32)C1
44. O=C(Nc1ccc(F)c([N+](=O)[O-])c1)C1CCCO1 (configuration not stated)
45. CCC(=O)Nc1nonc1-c1nc2ccccc2n1Cc1ccc(Cl)c(Cl)c1
46. Cc1cccc(C(C(C(=O)c2ccccc2)N2CCOCC2)N2CCOCC2)c1 (configuration not stated)
47. COc1ccccc1C(=O)Nc1ccc2ccccc2c1
48. Cc1cc(=O)n(C(C)c2ccccc2)n1C(C)c1ccccc1 (configuration not stated)

Compound	41	42	43	44	45	46	47	48
uPA surface inh	1%	-1%	-1%	-1%	-2%	0%	-5%	5%
BRCA1 expr act	-15%	-36%	3%	-20%	-22%	5%	65%	-3%

49. CC(C)(C)S(=O)N1Cc2cc(CO)cc(-c3ccccc3)c2[C@H]1CCO (some centres not stated)
50. COc1ccc(CNCCCn2cnc(C(=O)Nc3ccc(C)c(C)c3)n2)cc1
51. CC(=O)NCCNC(=O)c1cc(-c2cccc3ccccc23)nc2ccccc12
52. COc1cccc(CN(CCC(C)C)S(=O)(=O)c2cc(Br)ccc2Br)c1
53. CN(C)CCCN(C(=O)c1nc2ccccc2s1)c1nc2ccc(F)cc2s1
54. O=c1[nH]c2c(c(=O)[nH]1)CCCCCC2
55. NC(=S)NN=C(c1ccc(Br)cc1)C1CC1
56. O=C(NNc1ccccc1)Nc1cc(Cl)ccc1Cl

Compound	49	50	51	52	53	54	55	56
uPA surface inh	19%	-23%	4%	-10%	1%	5%	3%	0%
BRCA1 expr act	8%	0%	1%	-19%	33%	-18%	-27%	-18%

57. CC1=C(N2CCOCC2)CCC1=O
58. CC1CC1C(=O)Nc1nc2ccc(Cl)cc2s1 (configuration not stated)
59. O=C1COc2c1ccc(O)c2O
60. CCO[C@H]1OC(C(=O)O)=C[C@@H](c2cn(C(C)=O)c3ccccc23)[C@@H]1CCCO
61. COCCn1c(SCC(=O)NCC(c2ccccc2)N(C)C)nc2sc3c(c2c1=O)CCC3 (configuration not stated)
62. Nc1c(C(=O)NC2CCCC2)c2nc3ccccc3nc2n1/N=C/c1cccnc1
63. Cc1ccc(O)c(NC(=S)NC(=O)c2ccc(-c3ccc(Cl)cc3)o2)c1
64. CC(C)(C)OC(=O)N1CCCC(C(=O)Nc2cccc(C(=O)N3CCCCC3)c2)C1 (configuration not stated)

Compound	57	58	59	60	61	62	63	64
uPA surface inh	5%	-10%	-6%	1%	4%	-1%	3%	15%
BRCA1 expr act	-8%	22%	-15%	11%	-7%	-3%	-45%	6%

# Look-ups from the results shown.
# For BRCA1 expr act, no. 59 shows -15%
# For uPA surface inh, no. 63 shows 3%
# For BRCA1 expr act, no. 64 shows 6%
# For BRCA1 expr act, no. 57 shows -8%
# For uPA surface inh, no. 61 shows 4%

# The main list resumes, repeating the 2 entries before the break.
63. Cc1ccc(O)c(NC(=S)NC(=O)c2ccc(-c3ccc(Cl)cc3)o2)c1
64. CC(C)(C)OC(=O)N1CCCC(C(=O)Nc2cccc(C(=O)N3CCCCC3)c2)C1 (configuration not stated)
65. Cc1cccc(NC(=O)c2cccc([N+](=O)[O-])c2O)c1C
66. COc1ccc(NC(=O)CCNS(=O)(=O)c2ccccc2F)cc1S(=O)(=O)N1CCOCC1
67. CN(CCc1ccccc1)C(=O)c1cccc(NC(=O)Cc2cccc(NC(=O)C3CCN(C(=O)C4CCCCC4)CC3)c2)c1
68. CC(C)CCN1CCC(CN2CCNC(=O)C2=O)CC1
69. Cc1ccc2cc(C(c3nnnn3CC3CCCO3)N3CCCC4(CCCCC4)C3)c(=O)[nH]c2c1 (configuration not stated)
70. COC(CNC(=O)C(=O)NCC1OCCN1S(=O)(=O)c1ccccc1)OC (configuration not stated)
71. CC[C@]12C(=O)N(C)C[C@H]([C@@H]3C(=O)N(C)C(=O)[C@@H]31)N2C(=O)c1ccc(Cl)cc1
72. Cn1c(=O)oc2cc(S(=O)(=O)NCC3CCCO3)ccc21 (configuration not stated)

Compound	63	64	65	66	67	68	69	70	71	72
uPA surface inh	3%	15%	-7%	-11%	12%	12%	4%	2%	10%	0%
BRCA1 expr act	-45%	6%	?	3%	-7%	3%	-26%	22%	0%	4%

# Complete entries as entered above.
# Cc1cccc(NC(=O)c2cccc([N+](=O)[O-])c2O)c1C across the screens: uPA surface inh = -7%; BRCA1 expr act = ?
# Cn1c(=O)oc2cc(S(=O)(=O)NCC3CCCO3)ccc21 (configuration not stated) across the screens: uPA surface inh = 0%; BRCA1 expr act = 4%

# Remaining list, next part.
73. COc1ccc(NC(=O)CCC(=O)N2CCC(c3ccccc3)=N2)cc1S(=O)(=O)N1CCCCC1
74. CCOc1ccccc1/C=C(\C#N)C(=O)NC1CC1
75. O=C(CSc1nnc2ccc(-c3ccccn3)nn12)N1CCCC1
76. C=CCOC(=O)C1=C[C@H](c2csc3ccccc23)C[C@H](OCc2ccc(CO)cc2)O1
77. CC[C@@H](C)[C@H](C(CC(=O)N1CCCC1[C@@H](OC)[C@H](C)C(=O)N[C@H](Cc1ccccc1)c1nccs1)OC)N(C)C(=O)[C@H](NC(=O)[C@@H](C(C)C)N(C)C)C(C)C (some centres not stated)
78. O=S1(=O)c2ccc(Br)cc2N2CC[C@H](C2)N1Cc1ccc(Cl)cc1
79. Cc1ccccc1C1=C/C(=C(\SS/C(C(=O)c2ccc(OCC(=O)O)c(Cl)c2Cl)=C2\C=C(c3ccccc3C)SS2)C(=O)c2ccc(OCC(=O)O)c(Cl)c2Cl)SS1
80. CCOCCn1c(=O)c2c(nc3n2CCN3c2ccc(CC)cc2)n(C)c1=O
81. O=S(Cc1ccc(Cl)cc1)c1ccccc1 (configuration not stated)
82. CC(=O)Oc1cc(O)c2c(=O)c(OC(C)=O)c(-c3ccc(OC(C)=O)c(OC(C)=O)c3)oc2c1
83. O=C(CC(=O)c1ccccc1)CC(O)(C=Cc1ccccc1)c1ccccc1 (configuration not stated)

Compound	73	74	75	76	77	78	79	80	81	82	83
uPA surface inh	-13%	-8%	2%	7%	-10%	3.2µM*	5%	0%	-4%	10µM*	-6%
BRCA1 expr act	25%	-13%	1%	0%	?	-44%	-33%	-1%	31%	14%	-9%

# Records 78 to 81 from above:
78. O=S1(=O)c2ccc(Br)cc2N2CC[C@H](C2)N1Cc1ccc(Cl)cc1
79. Cc1ccccc1C1=C/C(=C(\SS/C(C(=O)c2ccc(OCC(=O)O)c(Cl)c2Cl)=C2\C=C(c3ccccc3C)SS2)C(=O)c2ccc(OCC(=O)O)c(Cl)c2Cl)SS1
80. CCOCCn1c(=O)c2c(nc3n2CCN3c2ccc(CC)cc2)n(C)c1=O
81. O=S(Cc1ccc(Cl)cc1)c1ccccc1 (configuration not stated)

Compound	78	79	80	81
uPA surface inh	3.2µM*	5%	0%	-4%
BRCA1 expr act	-44%	-33%	-1%	31%

# High-throughput results deposited in PubChem BioAssay by National Center for Advancing Translational Sciences (NCATS).
